QS inhibitor: S. aureus quorum sensing inhibitors, primary screen, RNAIII-GFP reporter, flow cytometry; inhibition, % at 2 µM; S. aureus RN6390 RNAIII-GFP reporter, AIP-induced, flow cytometry 3 h; 24,000 tested, 0.3% active; AID 527, 2006;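 active = share of bacteria positive for the green fluorescent reporter and its mean brightness both inhibited by 50% or more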;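 also: 0% = AIP-stimulated control and 100% = unstimulated bacteria without AIP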
QS inhibitor GFP MFI %: recorded beside QS inhibitor, whose call it bears; inhibition, %; measured here: inhibition of GFP MFI
Numbers without * were called inactive. An excerpt; rates above refer to the full screens.

SMILES	QS inhibitor	QS inhibitor GFP MFI %
O=C(Cn1c(C(=O)NCC2CCCO2)cc2sccc21)c1ccccc1 (stereo unspecified)	1	10
Cc1ccccc1Nc1cc2ccccc2c(=O)[nH]1	-1	-2
CCOC(=O)CNc1nc(C#N)nc(N2CCOCC2)n1	0	4
COc1ccccc1OCCSc1nc2ccccc2c(=O)[nH]1	1	4
Cn1c(=O)oc2cc(S(=O)(=O)NCCC(=O)NCCc3ccc(Cl)cc3)ccc21	-1	5
CC(C)C[C@H](NC(=O)Nc1cccc(C(F)(F)F)c1)C(=O)O	-2	-5
O=S1(=O)N=CN(Cc2cccc(F)c2)c2ccccc21	3	13
CCN1C(=O)CSc2ccc(C(=O)OC)cc21	2	6
CCCC(CCC)C(=O)OC1C[C@H]2CC[C@@H](C1)[N+]2(C)C (stereo partly specified)	-1	-11
Cc1cc2ncc(-c3ccc(Cl)cc3)c(N)n2n1	1	8
CCOC(=O)CCn1nc(-c2ccccc2)cc1N	-3	-1
CCN(C(=O)c1cccs1)c1nnc(-c2ccncc2)s1	-1	-4
OCCCc1nc2n(n1)C(c1ccccc1)C=C(c1ccc(F)cc1)N2 (stereo unspecified)	2	15
COc1cccc(-c2nc3n(n2)C(c2cccs2)C(C(=O)Nc2cccnc2)=C(C)N3)c1 (stereo unspecified)	5	42
Cc1cc2ncn(C(=O)c3c(-c4ccccc4)noc3C)c2cc1C	0	8
COC1CCCCC1NS(=O)(=O)c1ccccc1 (stereo unspecified)	0	2
c1ccc(Cc2nnc3sc(-c4ccc5c(c4)OCCO5)nn23)cc1	0	-2
COC(=O)C1CN(S(=O)(=O)c2ccc(C)cc2)CCN1S(=O)(=O)c1ccc(C)cc1 (stereo unspecified)	-1	-2
CCCCn1c(CN2CCN(C(=O)OCC)CC2)nc2c1c(=O)[nH]c(=O)n2C	-1	-57
CCN(CC)C(=O)C1=C(C)Nc2nnnn2C1c1cccnc1 (stereo unspecified)	-4	-2
Cc1cccc(-c2c3c(=O)n(C)c(=O)n(C)c3cn2-c2ccc(O)cc2)c1	0	-6
CS(=O)(=O)N1CCCC(C(=O)NCCCN2CCc3ccccc3C2)C1 (stereo unspecified)	-2	-10
COc1ccc(NC(=O)c2oc3ccc(S(=O)(=O)N4CCC5(CC4)OCCO5)cc3c2C)cc1	2	6
Cc1cc2n(n1)C(c1ccccc1)Nc1ccccc1-2 (stereo unspecified)	0	3
CN(CC(=O)NCCC1=CCCCC1)S(=O)(=O)c1ccc2c(c1)CCC(=O)N2	2	35
Cc1ccc(C)c(NC(=O)CS(=O)(=O)c2cn(C)c3ccccc23)c1	5	12
CCOC(=O)N1CCC(NC(=O)Cn2c3ccccc3c3cn[nH]c(=O)c32)CC1	-2	0
CC(=O)C1C(c2ccc(F)c(F)c2)NC(=O)NC1(O)C(F)(F)F (stereo unspecified)	-7	-21
CCc1noc(C)c1C(=O)N1CC(C)OC(C)C1 (stereo unspecified)	-1	-2
O=C(Nc1ccccc1C(F)(F)F)N1CCC(N2CCCCC2)CC1	1	18
O=C(Nc1ccc(-n2nncc2-c2ccco2)cc1)c1cccc(F)c1	0	1
CC(=O)c1cccc(NC(=O)Cn2cc3c(n2)CCCC3)c1	-5	-6
CCOc1cc(CO)c(Br)cc1OCC(=O)O	0	-4
CCC(C)C(NC(=O)C1CCC(C)CC1)C(=O)NC(C(=O)OC)C(C)C (stereo unspecified)	-1	-59
Nc1nnc(N2CCc3ccccc32)s1	3	48
COc1cccc(-c2nc(CS(=O)(=O)CC(=O)N3CCN(C)CC3)c(C)o2)c1	-3	10
Cc1ccc2nc(/C(C#N)=N/O)[nH]c2c1	3	10
O=C(C1CC1)N1CCN=C1SCc1cccc(F)c1	1	6
CCN(CC)C(=O)Oc1ccc(NC(C)=O)cc1	-1	-3
O=C(Cn1cnc2c(nnn2Cc2ccc(F)cc2)c1=O)NCc1ccco1	-5	-32
Cc1ccc(-n2ncc3c(N4CCN(c5ccc(F)cc5)CC4)ncnc32)c(C)c1	-1	-6
CCN(CC)CCOC(=O)c1ccc(N=CC2=C(O)CC(C)(C)CC2=O)cc1	-5	-5
CCOC(=O)N1CCC(NC(=O)c2cc(C(=O)NCc3ccc(F)cc3)ccc2CO)CC1	1	7
COc1cc2c(C(=O)NCc3ccc4c(c3)OCO4)cn(C)c(=O)c2cc1OC	-2	-6
CCOc1ccc(S(=O)(=O)NCc2ccc(F)cc2)c2cccnc12	0	2
CN(CC(=O)N1CCc2ccccc21)S(=O)(=O)c1cccs1	-3	1
CCOC(=O)CN1CC23C=CC(O2)C(C(=O)NCc2ccc(C)cc2)C3C1=O (stereo unspecified)	1	3
Cc1cc(NC(=O)c2cn(C3CCCCC3)c(=O)c3c2c2ccccc2n3C)no1	33	46
O=C(NCCCN1CCC(Cc2ccccc2)CC1)C1CCC(=O)N1C1CCCC1 (stereo unspecified)	2	6
Cn1c(Cn2c(=O)sc3ccccc32)nnc1SCC(=O)NCc1ccco1	-4	-7
c1nc(N2CCC3(CC2)OCCO3)c2[nH]cnc2n1	-6	-30
CCOc1ccc(-c2nc(S(=O)(=O)c3ccccc3)c(NCc3cccnc3)o2)cc1	1	0
CCOC(=O)C1=C(C)Nc2nc(SCC(=O)OC)nn2C1c1cc(F)cc(F)c1 (stereo unspecified)	1	-6
O=C(Nc1ccc(-c2nc3ccccc3[nH]2)cc1)c1ccco1	-5	-4
Cc1noc(C)c1COc1cccc(C(=O)Oc2ccc3c(c2)OCO3)c1	-1	8
CS(=O)(=O)N(CC(=O)N1CCN(c2cccc(Cl)c2)CC1)C1CCCCC1	0	5
C=CCN1C(=O)C2(/C(=C(\O)c3ccc4c(c3)OCCO4)C(=O)C(=O)N2CCCOC)c2ccccc21 (stereo unspecified)	-2	2
CC1CCN(Cc2nc3c(c(=O)n(C)c(=O)n3C)n2Cc2cccc3ccccc23)CC1	0	27
O=C1c2ccccc2C(Nc2ccc3c(c2)OCCO3)N1c1ccc(Cl)cn1 (stereo unspecified)	3	16
COc1ccccc1-n1cnc2cc(C(=O)NCc3ccco3)ccc21	3	10

Grouped by structure: the compounds so far with a COOH group.
SMILES	QS inhibitor	QS inhibitor GFP MFI %
CC(C)C[C@H](NC(=O)Nc1cccc(C(F)(F)F)c1)C(=O)O	-2	-5
CCOc1cc(CO)c(Br)cc1OCC(=O)O	0	-4

New compounds follow:
SMILES	QS inhibitor	QS inhibitor GFP MFI %
Cc1ccc(C(=O)OCC(=O)Nc2sc3c(c2C#N)CCCCC3)cc1NC(=O)c1ccco1	2	4
O=C(c1csc2c1CCCCC2)N1CCN(c2ncccn2)CC1	0	2
COCCNC(=O)C1c2cc(OC)c(OC)cc2C(=O)N(C)C1c1cccnc1 (stereo unspecified)	-1	2
Clc1cccc(-c2nn3c(Cn4cnc5ccccc54)nnc3s2)c1	0	21
CCCNC(=O)Cn1cnc2sc(C(=O)NCCN(CC)CC)c(C)c2c1=O	2	10
COc1ccc(CCNS(=O)(=O)c2ccc3c(c2)CCN3C(=O)C2CC2)cc1OC	2	11
CCN(CCCNC(=O)CC(C(=O)N1CCc2ccccc21)n1ccnc1)c1ccccc1 (stereo unspecified)	26	37
O=C(Cn1ccc2ccccc2c1=O)NCCC(=O)N1CCN(C2CCCCC2)CC1	-1	-6
COc1ccc(C(=O)NCc2nnc(SCC(=O)N3CCCCC3)o2)cc1OC	-4	0
C=CCSC1=C(C#N)C(c2ccccc2C)CC(=O)N1 (stereo unspecified)	18	43
O=C1C(C=NCc2ccccn2)=C(O)c2ccccc21	-2	-6
COc1cc(NC(=O)c2nccnc2C(=O)O)cc(OC)c1	3	8
CC(NS(=O)(=O)c1ccc(Cl)cc1)C(c1cccs1)N1CCN(C)CC1 (stereo unspecified)	2	4
O=c1cc(Nc2ccc3c(c2)OCCO3)[nH]c(=O)n1Cc1ccc(F)cc1	2	-2
COC(=O)CCN(C)CCC(=O)OC	7	12
CCC(C)(C)NC(=O)C(OC(=O)c1ccco1)c1ccccc1OC (stereo unspecified)	0	-3
O=C(CNC(=O)Cn1cnc2sc3c(c2c1=O)CCCC3)NCc1ccccn1	4	44
O=C1C(c2ccc(F)cc2)N(C2CCCCC2)C(=O)CN1C1CCCC1 (stereo unspecified)	-2	2
C(=N\c1c(-c2ccccc2)nc2n1CCS2)/c1ccccc1	0	0
COc1cccc(C2CC(c3ccc(C)cc3)Nc3nc(N)nn32)c1 (stereo unspecified)	0	-10
CCC(=O)Nc1cccc(-c2nc3ccccc3c(=O)o2)c1	-1	0
c1ccc(C2(Cn3ccc4ccccc43)OCCO2)cc1	0	-10
COC(=O)CSc1nc(C)c(C(C)=O)cc1C#N	1	0
CCc1cccc(Nc2cc(C)nc3nc(C)nn23)c1	1	9
Cc1ccc(CCNC(=O)C2CCN(S(=O)(=O)c3ccc4c(c3)CCC(=O)N4)CC2)cc1	-2	-3
COC(=O)C1CCN(c2cc(=O)n(C3CCCCC3)c(=O)[nH]2)CC1	-7	-23
COc1ccc(-n2c(=O)[nH]cc(C(=O)Nc3ccc4c(c3)OCCO4)c2=O)cc1	-6	-18
O=C(c1noc2c1CCc1ccccc1-2)N1CCc2ccccc2C1	9	14
COc1cccc(-c2nc(CSCC(=O)N3CCc4ccccc43)c(C)o2)c1	0	6
COc1ccc2[nH]c3c(=O)n(CCCCC(=O)N4CCCC4)c(=S)[nH]c3c2c1	12	24
O=C(NCCN1CCOCC1)c1cc(-c2ccc(Br)cc2)on1	-2	-36
CCOc1ccccc1C1CC(c2ccc(F)cc2)Nc2nc(N)nn21 (stereo unspecified)	-3	-9
Cc1ccc2cc3cc(C(=O)NCc4ccco4)oc3nc2c1	-1	-33
CSc1nc2c(ccc3ccccc32)o1	4	27
CC(O)Cc1nsc(NC(=O)c2cccs2)n1 (stereo unspecified)	-3	-9
CCCCOc1ccccc1C1C(C(N)=O)=C(C)Nc2nnnn21 (stereo unspecified)	0	0
Cc1nnc2n(-c3ccccc3)c(=O)c3c4c(sc3n12)CCCC4	1	9
Cc1ccc(NC(=O)Cn2nnc(C(=O)NCc3cccs3)c2N)cc1	4	12
NC(=O)c1cccc(S(=O)(=O)N2CCCCC2)c1	0	4
Cc1nn(C(C)C(=O)N2CCc3ccccc3C2)c(=O)c2cc3occc3n12 (stereo unspecified)	-1	10
CC(C)N(CCc1ccncc1)C(=O)Nc1ccc(Cl)c(Cl)c1	12	37
COCC(C)NC(=O)CCS(=O)(=O)c1nc(-c2ccc(OC)cc2)cc(C(F)(F)F)n1 (stereo unspecified)	0	6
CN(C(=O)c1ccc2c(c1)OCO2)C1(C(=O)NC2CCCCC2)CCCCC1	-3	-7
CCOC(=O)N1CCC(NC(=O)CSc2cc(=O)n(CC)c3ccccc23)CC1	-1	-29
Fc1ccc(-c2cc(C(F)(F)F)nc(NCC3CCCO3)n2)cc1 (stereo unspecified)	0	24
CC1CCCCC1NC(=O)Cn1nc(-c2ccccc2)ccc1=O (stereo unspecified)	-2	-8
COc1ccc(-c2nnc(SCC(=O)Nc3cc(C)on3)n2C)cc1OC	2	18
O=C1CC(c2ccc(S(=O)(=O)NC3CC3)cc2)CN1 (stereo unspecified)	-4	-12
COc1cc(C)nc(SCC(N)=O)n1	7	-4
CCNCCNC(=O)c1c(O)c2ccccc2n(CC)c1=O	2	5
CCCCNC(=O)c1ccc2c(c1)N(CC)C(=O)c1ccccc1S2(=O)=O	-1	0
O=S(=O)(NCC1CCCO1)c1ccc(S(=O)(=O)N2CCc3ccccc3C2)cc1 (stereo unspecified)	0	-7
Cc1ccc(-c2nc(C3CCN(S(C)(=O)=O)CC3)no2)cc1	2	6
O=c1c2cc3c(cc2[nH]c(=S)n1CCN1CCOCC1)OCO3	-3	-14
CCCCOc1ccc(S(=O)(=O)NCc2csc(C)n2)cc1	0	-2
CC1Cc2ccccc2N1C(=O)CSc1nc2ccccc2n1CC(=O)N1CCOCC1 (stereo unspecified)	0	5
CCOC(=O)N1CCC2(CC1)CC(=O)c1cc(O)ccc1O2	2	14
O=C(c1scc2c1CCCC2)N1CCCCC1	-2	-7
Cc1ccc(C2N(c3cccc(Cl)c3)C(=O)C3CCCN32)o1 (stereo unspecified)	-5	-7
CCOC(=O)CN1C(=O)C(=O)c2cccc(C)c21	-2	-5
O=c1cc(-c2ccccc2Cl)c2c([nH]1)CCC2	1	0
CN(Cc1ccco1)C(=O)C1CCC(=O)N1Cc1ccc(F)cc1 (stereo unspecified)	-8	-28
COc1cc(C2=NOC(C(=O)N3CCN(c4ccc(F)cc4)CC3)C2)cc(OC)c1OC (stereo unspecified)	-1	-10

An excerpt from further up, for reference:
SMILES	QS inhibitor	QS inhibitor GFP MFI %
Cc1ccc(C2N(c3cccc(Cl)c3)C(=O)C3CCCN32)o1 (stereo unspecified)	-5	-7
CCOC(=O)CN1C(=O)C(=O)c2cccc(C)c21	-2	-5
O=c1cc(-c2ccccc2Cl)c2c([nH]1)CCC2	1	0
CN(Cc1ccco1)C(=O)C1CCC(=O)N1Cc1ccc(F)cc1 (stereo unspecified)	-8	-28
COc1cc(C2=NOC(C(=O)N3CCN(c4ccc(F)cc4)CC3)C2)cc(OC)c1OC (stereo unspecified)	-1	-10

Copied from the list.
O=C(c1scc2c1CCCC2)N1CCCCC1 in QS inhibitor has -2
CC1Cc2ccccc2N1C(=O)CSc1nc2ccccc2n1CC(=O)N1CCOCC1 (stereo unspecified) in QS inhibitor has 0
COc1cc(C2=NOC(C(=O)N3CCN(c4ccc(F)cc4)CC3)C2)cc(OC)c1OC (stereo unspecified) in QS inhibitor GFP MFI % has -10
CCOC(=O)N1CCC2(CC1)CC(=O)c1cc(O)ccc1O2 in QS inhibitor has 2
